High-throughput results deposited in PubChem by several laboratories.
TWEAK-Fn14 inh: TWEAK-Fn14 signaling inhibition; TWEAK-stimulated Fn14 reporter cells, luciferase luminescence, 8 h; inhibition, % at 10 µM; 360,000 compounds, 2% hits; AID 1159606; in the data active = inhibition above about 50%
C8 TRAIL sens: caspase-8 TRAIL sensitization; NB7+C8 cells + TRAIL, ATPlite viability luminescence; 360,000 compounds, 1% hits; inhibition (viability loss, TRAIL sensitization), % at 10 µM;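 active = compounds causing at least 50% loss of cell viability in the single-dose screen, relative to plate controls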
NCOA3 inh: human NCOA3 inhibition; Q9Y6Q9; 360,000 compounds, 0.17% hits; AID 588352; HEK293 GAL4-SRC3 luciferase reporter, luminescence; inhibition, % at 3.6 µM;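 active = inhibition above a per-campaign cutoff, the mean of all compounds plus 3 SD, cut at about 60% in these data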;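 note: 0% = DMSO-treated cells and 100% = gossypol-treated cells at 36 µM; higher means less SRC3-driven luciferase light from the GAL4 reporter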
KKLEB tox: reduces viability of KKLEB cystic fibrosis airway cells. activity change (cytotoxicity), % at 5 µM. KKLEB CF airway cells viability, ATPlite luminescence, overnight; hits give low values; cells stimulated with P. aeruginosa culture filtrate. 360,000 compounds, 0.36% hits;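 active = corrected activity change at or below -50% at 5 µM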
TROY NFkB inh: blocks TROY-dependent signaling in reporter cells; Q293 LMP1-TROYcd NF-kB luciferase reporter, 4 h; inhibition, % at 10 µM; 360,000 compounds, 0.98% hits;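 active = compounds whose plate-normalised and pattern-corrected inhibition of the luciferase reporter signal at the single screening dose is 50% or more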
CF NFkB inh: blocks PAF-induced NF-kB reporter in cystic fibrosis cells; KKLEB NF-kB-GFP reporter, GFP fluorescence overnight; inhibition, % at 5 µM; 360,000 compounds, 0.86% hits; AID 588850;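 active = at least 50% inhibition at 5 µM, scaled per plate between neutral and stimulator controls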;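 note: PAF is a Pseudomonas aeruginosa culture filtrate used as stimulus; plate controls were PAF-stimulated DMSO wells for no effect and unstimulated DMSO wells for full effect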
COUP-TFII inh: NR2F2 (human) inhibition, primary screen | HEK293T NGFI-A luciferase reporter, luminescence | inhibition, % at 8.6 µM | 370,000 compounds, 0.7% hits | AID 686940;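 active = inhibition above a per-plate cutoff, mean inhibition of test wells between control levels plus 3 SD, cut at about 38% in these data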;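 note: cells cotransfected with COUP-TFII expression vector driving the NGFI-A reporter; 0% = median of COUP-TF2 test wells and 100% = reporter-only cells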
Target sequence (P24468 whole entry, looked up): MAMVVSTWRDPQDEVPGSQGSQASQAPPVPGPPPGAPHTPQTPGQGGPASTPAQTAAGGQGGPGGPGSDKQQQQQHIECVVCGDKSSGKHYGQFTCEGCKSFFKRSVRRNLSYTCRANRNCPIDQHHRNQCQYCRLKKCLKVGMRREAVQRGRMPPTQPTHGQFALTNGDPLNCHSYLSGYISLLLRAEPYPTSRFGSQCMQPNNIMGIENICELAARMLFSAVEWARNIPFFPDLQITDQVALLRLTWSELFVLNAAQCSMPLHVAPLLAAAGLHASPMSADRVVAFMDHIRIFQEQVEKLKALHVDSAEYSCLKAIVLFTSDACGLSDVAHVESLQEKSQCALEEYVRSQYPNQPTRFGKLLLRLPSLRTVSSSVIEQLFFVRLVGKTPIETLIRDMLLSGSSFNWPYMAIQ
Shn3 inh set2: Schnurri-3 reporter inhibition in Clone20 osteoblasts; inhibition, % at 12.5 µM; 360,000 compounds, 0.52% hits; Clone20 osteoblast Shn3 3'UTR firefly luciferase, 24 h;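 active = mean inhibition of at least 75% with every replicate also reaching 75%; inconclusive = mean inhibition at least 75% but some replicate below; inactive = mean inhibition below 75%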;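 note: 0% = median of neutral control wells and 100% = pilot-screen positive control compound; some compounds past the cut are filed as inactive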
NCOA1 inh: inhibits human SRC1 coactivator | Q15788 | HEK293 GAL4-SRC1 luciferase reporter, luminescence | inhibition, % at 3.6 µM | 360,000 compounds, 0.12% hits;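 active = inhibition above the campaign mean plus 3 SD, with each screening campaign given its own cutoff, cut at about 60% in these data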;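 note: 0% = DMSO treated cells and 100% = gossypol at 36 µM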
LMP1 NFkB inh: Epstein-Barr LMP1 NF-kappaB reporter inhibition; LMP1-induced NF-kappaB luciferase reporter cells, luminescence; inhibition, % at 12.5 µM; 350,000 compounds, 0.69% hits; in the data active = inhibition above about 41%; inconclusive = no clear call, values can overlap the other calls;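 note: 0% = neutral control wells and 100% = reference inhibitor control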
NR5A2 inv ag: NR5A2 inverse agonism in reporter assay. O00482. HEK293T StAR-luciferase reporter, LRH-1 transfected, 24 h. inhibition, % at 3.6 µM. 360,000 compounds, 0.13% hits. AID 602396;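 active = inhibition above the mean inhibition of all tested compounds plus 3 SD, cut at about 73% in these data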;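 note: 0% = DMSO wells and 100% = reporter-only cells lacking LRH-1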
Target sequence (O00482 whole entry, looked up): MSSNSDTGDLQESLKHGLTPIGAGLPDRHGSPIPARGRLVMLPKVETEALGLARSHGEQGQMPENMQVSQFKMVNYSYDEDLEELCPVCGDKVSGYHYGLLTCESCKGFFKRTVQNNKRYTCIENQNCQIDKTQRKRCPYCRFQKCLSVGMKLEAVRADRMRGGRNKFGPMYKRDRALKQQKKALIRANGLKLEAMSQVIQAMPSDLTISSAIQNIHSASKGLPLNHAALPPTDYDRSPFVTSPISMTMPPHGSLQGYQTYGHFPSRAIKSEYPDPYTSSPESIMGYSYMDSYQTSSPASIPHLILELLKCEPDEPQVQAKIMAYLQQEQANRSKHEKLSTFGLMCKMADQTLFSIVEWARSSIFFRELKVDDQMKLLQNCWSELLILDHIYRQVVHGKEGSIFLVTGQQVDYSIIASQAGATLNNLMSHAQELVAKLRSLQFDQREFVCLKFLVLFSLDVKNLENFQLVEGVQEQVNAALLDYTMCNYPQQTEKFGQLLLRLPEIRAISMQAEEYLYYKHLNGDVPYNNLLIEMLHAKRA
Numbers without * were called inactive; ? = inconclusive; nt = no result given. Some of the compounds tested; rates above refer to the full screens.

Every second line gives: TWEAK-Fn14 inh	C8 TRAIL sens	NCOA3 inh	KKLEB tox	TROY NFkB inh	CF NFkB inh	COUP-TFII inh	Shn3 inh set2	NCOA1 inh	LMP1 NFkB inh	NR5A2 inv ag
> COc1ccc2c(-c3ccccc3)cc(SCC(=O)NC(N)=O)nc2c1
  -30	40	11	-16	-1	-18	14	14	5	-9	11
> O=C(Cc1ccc(Cl)cc1)N/N=C/c1cccs1
  -1	-5	6	5	-7	6	-4	-8	3	3	-12
> C=CCn1c(SCc2nc3sc(C(=O)O)c(C)c3c(=O)[nH]2)nnc1-c1ccc(F)cc1
  -14	-6	7	-9	11	-10	3	2	-5	-3	-6
> CCN(CC)C(=O)COc1ccc(/C(C)=N/Nc2ncc(Cl)cc2Cl)cc1
  10	-5	-21	-1	-3	-16	-22	-24	-56	0	-64
> CC(=O)Nc1ccc(S(=O)(=O)NCc2ccc(C(=O)NCCCN3CCC(C)CC3)cc2)cc1
  -3	3	-8	3	11	-6	-8	-3	-5	-1	6
> CCN(CC)CCN(C(=O)c1ccc(S(=O)(=O)N(CC)c2ccccc2)cc1)c1nc2c(OC)ccc(OC)c2s1
  -1	-7	9	-11	-5	26	-9	-5	16	-2	8
> CCc1ccc(N2CN(CCc3ccccc3)CNC2=S)cc1
  0	-3	20	-7	5	0	1	nt	1	nt	6
> COC(=O)c1ccc(Cn2c(O)c(N=NC(N)=S)c3ccccc32)o1
  -18	21	8	-6	4	17	1	37	7	9	-1
> CCOc1ccc2[nH]c(=O)c(C(c3nnnn3C3CCCCC3)N3CCN(C)CC3)cc2c1 (stereo not drawn)
  6	0	0	11	18	-4	7	-11	9	-5	19
> Cc1nnsc1C(=O)N1CCCC(C)(C(=O)NS(=O)(=O)C2CC2)C1 (stereo not drawn)
  11	5	1	-11	4	3	-15	-19	8	nt	-15
> CCc1ccccc1NC(=S)N(CCOC)C(C)c1ccco1 (stereo not drawn)
  22	-6	22	-19	-9	16	-29	8	-21	-4	0
> CCC(C)(C)NC(=O)C(c1cccnc1)N(C(=O)c1csnn1)c1ccccc1 (stereo not drawn)
  3	-6	10	5	-21	2	12	-10	-2	0	-1
> O=C(Cc1ccc(Cl)cc1)Nc1ccccc1N1CCN(C(=O)c2ccccc2)CC1
  -20	3	18	9	7	0	-14	26	-12	3	-1
> O=C(Nc1cc(Sc2nc3ccccc3s2)cc([N+](=O)[O-])c1)c1ccccc1F
  41	5	8	-5	1	9	-6	20	-3	-8	6
> Cc1ccc(/C=C/C(=O)NCCCN2CCN(CCCNC(=O)/C=C/c3ccc(C)o3)CC2)o1
  5	-2	12	-4	10	7	4	-16	14	3	12
> Cc1cc(=O)[nH]c(SCC(=O)N2CC3(C)CC2CC(C)(C)C3)n1 (stereo not drawn)
  9	-9	-1	2	2	-6	-12	23	1	9	-5
> Cc1ccc2nc(NC(=O)CCCc3nc4ccccc4s3)sc2c1
  -7	6	-73	7	36	1	-25	-32	-53	-17	-77
> CN1CCc2nc(SC(C(=O)O)c3ccccc3)c(C#N)c(-c3cccs3)c2C1 (stereo not drawn)
  29	6	-3	4	-11	-9	1	3	0	2	0
> Cc1ccc(NC(=O)C(C)OC(=O)c2nc(Cl)ccc2Cl)cc1S(=O)(=O)N1CCOCC1 (stereo not drawn)
  8	3	11	-6	18	-3	3	-2	-50	-12	4
> O=C(c1cnn(C(=O)c2ccccc2F)c1)c1ccccc1O
  18	-17	-23	22	-17	10	-6	0	-16	-5	-21
> COCCN1CN(S(=O)(=O)c2ccccc2)c2nc3ccccc3nc21
  -1	1	10	3	0	-16	5	-1	-2	-12	15
> CCn1c(=O)cc(OCC(=O)Nc2ccccc2N2CCN(C)CC2)c2ccccc21
  -6	-9	-12	0	6	-7	-4	4	-2	0	-13
> FC(F)(F)c1cccc(Cn2c3[n+](c4ccc(C(F)(F)F)cc42)CCCCC3)c1
  -8	23	10	5	11	-10	-8	8	-3	6	5
> COc1ccc(C(=O)C2CN(c3ccccc3)CC2c2ccc(Cl)cc2)cc1 (stereo not drawn)
  24	-5	0	14	-3	-3	18	-14	-11	-9	11
> O=C(/C=C/[C@H]1O[C@@H](n2ccc(=O)[nH]c2=O)[C@H](O)[C@@H]1O)NC1CCN(Cc2ccccc2)C1 (stereo partly drawn)
  -5	-17	-2	1	8	-11	5	-11	12	nt	6
> COc1ccc(-c2noc(CN(C)Cc3ccccc3)n2)c(OC)c1OC
  -36	7	5	8	-11	8	-6	-4	-42	0	-34
> O=S1(=O)N[C@H](Cc2ccccc2)COc2cccc(N3CCN(Cc4ccccc4F)CC3)c21
  2	12	nt	nt	23	nt	16	nt	nt	nt	-4
> COc1ccc([C@@H]2CC=C(C(=O)O)[C@H](c3ccccc3F)N2S(=O)(=O)c2ccccc2C)cc1
  8	5	-7	2	8	19	-6	-11	-7	36	-4
> CCn1c(-c2cccn(Cc3ccc(Cl)cc3Cl)c2=O)n[nH]c1=S
  -10	-5	13	8	-28	-3	5	2	0	7	1
> CCC(C)(C)C1CCC(=NNS(=O)(=O)c2ccc(C)c([N+](=O)[O-])c2)CC1 (stereo not drawn)
  7	-2	17	-1	3	5	1	1	-4	-14	-9
> O=C(O)CC12CC3CC(C1)CC(n1ncc(NCc4ccccc4Cl)c(Cl)c1=O)(C3)C2
  3	-8	-3	4	10	-5	-13	-9	-4	2	6
> COc1ccc(C2C(C(C)=O)=C(O)C(=O)N2Cc2cccnc2)cc1 (stereo not drawn)
  -4	-11	-18	10	-1	7	-20	10	-13	7	5
> Cc1cc(Br)cn2c(Cc3ccsc3)c(-c3ccc(Cl)cc3)nc12
  43	5	-26	-2	12	50*	nt	-12	8	nt	21
> C(#CCN1CCOCC1)CCCN1CCOCC1
  -1	12	-17	-2	8	-10	-7	-10	-1	6	-28
> COc1ccc(Cl)cc1-c1nc(SCC(=O)N(C)C2CCS(=O)(=O)C2)n[nH]1 (stereo not drawn)
  6	5	-14	-3	-7	18	-5	5	-3	-2	-17
> Cc1ccc(OCC(=O)NS(=O)(=O)c2ccccc2)cc1
  -7	-3	-13	-3	-8	-2	9	-2	-4	6	-7
> C[C@H]1CN([C@@H](C)CO)S(=O)(=O)c2ccc(Br)cc2O[C@@H]1CN(C)C(=O)C1CCOCC1
  7	0	-10	11	7	-27	-1	0	-21	2	10
> N#CCCn1cc(C(=O)Nc2ccccc2Br)c(-c2cccs2)n1
  -14	4	-2	-7	4	10	7	9	-4	3	-10
> CC(=O)c1cccc(NC(=O)c2sc3nc4n(c(=O)c3c2C)CCCCC4)c1
  2	11	1	-4	-7	-12	8	-5	15	1	-5
> COc1cc(S(=O)(=O)NCc2ccc3c(c2)OCO3)ccc1F
  -16	-5	4	-6	3	-9	0	10	-68	2	-5
> CC(C)(C)C(=O)NCC12C=CC(O1)C1C(=O)N(c3ccccc3)C(=O)C12 (stereo not drawn)
  22	-5	4	1	-12	4	-2	12	4	-6	4
> O=C(Nc1ccc2c(c1)OCO2)C1CCN(S(=O)(=O)Cc2ccccc2)CC1
  3	7	0	-5	-2	-4	5	3	-4	-1	7
> c1cnc2c(Oc3ncnc4sccc34)cccc2c1
  3	-1	9	-11	-13	0	15	-16	6	-1	12
> Cc1cc(NC(=O)CCC2CCCCC2)no1
  -12	-11	-24	-12	-26	10	-6	-49	-52	3	-43
> NC(=O)c1cc([N+](=O)[O-])ccc1NCCc1ccccc1
  6	-4	-8	-3	-5	-5	-22	3	0	-2	-5
> CC(=O)Nc1cc(C(=O)N2CCc3ccccc3C2)ccc1Sc1ccc(F)cc1
  -25	-14	-6	-1	21	14	-9	5	-6	9	12
> CCCS(=O)(=O)N1CCCC(C(=O)N2CCN(c3ccccn3)CC2)C1 (stereo not drawn)
  -8	-8	-1	4	-8	7	4	-18	7	4	0
> O=C(OCC(=O)N1CCN(c2ccccc2)CC1)c1cccc(Cl)c1
  -5	5	1	6	16	1	10	12	16	3	-27
> Nc1ccn(C2CCCO2)c(=O)n1 (stereo not drawn)
  -2	-5	11	4	-18	-16	-9	1	3	?	13
> CCC1CCCCN1C(=O)COc1c(Br)cc(Br)c2cccnc12 (stereo not drawn)
  4	-1	-7	-2	11	-11	14	-24	7	-3	6
> O=C(NNC(=O)C12CC3CC(CC(O)(C3)C1)C2)c1csc(N2CCOCC2)n1
  8	0	8	3	20	19	-17	-16	14	3	-5

Taken from above:
NC(=O)c1cc([N+](=O)[O-])ccc1NCCc1ccccc1 in TWEAK-Fn14 inh shows 6
Cc1cc(NC(=O)CCC2CCCCC2)no1 in COUP-TFII inh shows -6

Compounds shown so far that have an NH in an aromatic ring, in the order listed:
Every second line gives: TWEAK-Fn14 inh	C8 TRAIL sens	NCOA3 inh	KKLEB tox	TROY NFkB inh	CF NFkB inh	COUP-TFII inh	Shn3 inh set2	NCOA1 inh	LMP1 NFkB inh	NR5A2 inv ag
> C=CCn1c(SCc2nc3sc(C(=O)O)c(C)c3c(=O)[nH]2)nnc1-c1ccc(F)cc1
  -14	-6	7	-9	11	-10	3	2	-5	-3	-6
> CCOc1ccc2[nH]c(=O)c(C(c3nnnn3C3CCCCC3)N3CCN(C)CC3)cc2c1 (stereo not drawn)
  6	0	0	11	18	-4	7	-11	9	-5	19
> Cc1cc(=O)[nH]c(SCC(=O)N2CC3(C)CC2CC(C)(C)C3)n1 (stereo not drawn)
  9	-9	-1	2	2	-6	-12	23	1	9	-5
> O=C(/C=C/[C@H]1O[C@@H](n2ccc(=O)[nH]c2=O)[C@H](O)[C@@H]1O)NC1CCN(Cc2ccccc2)C1 (stereo partly drawn)
  -5	-17	-2	1	8	-11	5	-11	12	nt	6
> CCn1c(-c2cccn(Cc3ccc(Cl)cc3Cl)c2=O)n[nH]c1=S
  -10	-5	13	8	-28	-3	5	2	0	7	1
> COc1ccc(Cl)cc1-c1nc(SCC(=O)N(C)C2CCS(=O)(=O)C2)n[nH]1 (stereo not drawn)
  6	5	-14	-3	-7	18	-5	5	-3	-2	-17
